NCI-60 one-dose screen, 48 h, at 10 µM unless noted. Numbers give growth in % (100 = growth as untreated, 0 = no growth, -100 = all killed).
OVCAR-8 – OVCAR-8 ovarian cancer; 81,000 compounds, 4.4% hits
A498 – A498 renal cancer cells. 76,000 compounds, 5.4% hits. AID 1794774
CAKI-1 – CAKI-1 renal cancer | AID 1794772 | 75,000 compounds, 4.7% hits
ACHN – ACHN renal cancer. AID 1794771. 81,000 compounds, 4.9% hits
OVCAR-4 – OVCAR-4 ovarian cancer cells; AID 1794784; 80,000 compounds, 3.7% hits
OVCAR-3 – OVCAR-3 ovarian cancer; 79,000 compounds, 7% hits
RXF 393 – RXF 393 renal cancer cells; 77,000 compounds, 6.9% hits
OVCAR-5 – OVCAR-5 ovarian cancer | 82,000 compounds, 2.9% hits
Active calls of the source: *; x = not tested or not shown; & = joins results of further samples. Rule for the calls: active = growth percent below 10; inactive = the rest. Hits appear at their usual frequency (roughly 10% active in at least one column).

canonical_smiles	CAKI-1	OVCAR-3	ACHN	A498	OVCAR-4	OVCAR-5	RXF 393	OVCAR-8
CCOC(=O)C=C1C=CN(CC(=O)c2ccc(Br)cc2)C=C1	x	116	104	110	96	107	110	112
Cn1ccc2c1[C@H](c1cc3ccccc3n1C)C[C@@H]1C(=O)N(c3ccccc3)C(=O)[C@H]21	83	108	102	116	95	100	104	93
Cc1ccc(C(=O)NCCNc2nccc(-n3ccc4cccnc43)n2)cc1	95	112	106	107	101	104	110	105
Cc1cc(Cl)ccc1NC(=O)CCl	x	82	95	x	58	113	80	90
CCN(CC)CCCNc1ccc2ccncc2c1	100	114	104	92	114	111	111	98
CCOC(=O)C1(CC)OC12CCCCC2 (stereo not drawn)	92	99	107	80	99	92	105	111
Clc1ccc(C2CC(n3nnnc3-c3ccccc3)=NN2)cc1 (stereo not drawn)	95	126	113	x	x	112	121	109
O=C1c2ccccc2C(=O)N1CNc1cccc(NCN2C(=O)c3ccccc3C2=O)c1	111	109	107	83	99	102	109	102
CCOC(=O)C(CCC#N)(CCC#N)C(=O)OCC	102	102	109	x	96	98	104	104
COc1cccc(-c2cc(-c3cc4cc(Br)ccc4oc3=O)nc(N)n2)c1	91	90	86	x	x	100	102	103
N#Cc1c(N)[nH]c(S)c1C#N	98	120	94	76	109	100	113	101
NNc1c(Cl)cc(Cl)cc1Cl	119	126	111	127	109	103	112	97
CCCNc1nc2ccccc2c2c(=O)c3cccc(Cl)c3sc12	72	111	93	124	82	97	99	95
CC(C)(O)CN(C(=O)C(c1ccccc1)c1ccccc1)C1CCCCC1	78	111	100	118	94	91	100	97
CCOC(=O)c1ccc(N2NC(=O)/C(=C/c3ccc([N+](=O)[O-])o3)C2=O)cc1	108	89	104	109	110	108	44	98
O=C(/C=C/c1cc([N+](=O)[O-])ccc1Cl)c1ccccc1	73	102	91	86	97	96	98	96
C#CCOc1ccc(C(Nc2ccccc2)c2nnnn2C2CCCCC2)cc1 (stereo not drawn)	50	109	96	x	88	96	93	90
CC(=O)Nc1ccc(N=NN(C)C)cc1	98	104	109	98	101	113	108	103
NC(CSC(c1ccccc1)(c1ccccc1)c1ccc2c(c1)OCO2)C(=O)O (stereo not drawn)	37	3.5*	53	34	71	41	-5.8*	19
CCOC(=O)c1c(C)oc2ncnc(N3CCN(C(=O)Nc4cccc(C)c4)CC3)c12	60	102	102	x	74	94	90	95
CC(C)CCC[C@@H](C)[C@H]1CC[C@H]2[C@@H]3CC=C4c5sc(Nc6ccccc6Cl)nc5CC[C@]4(C)[C@H]3CC[C@]12C	88	93	96	85	97	104	108	93
COc1ccc(-c2nc3cc(C)ccc3n2CC(=O)N=Nc2c(O)[nH]c3ccccc23)cc1	53	-34*	-13*	102	-25*	14	-30*	-58*
BrCc1ccc(-c2ccccc2)cc1	99	122	100	99	108	89	116	97
Nc1ccc([N+](=O)[O-])cc1C(=O)C(=O)N1CCOCC1	95	116	97	x	117	101	123	106
OC1(c2ccccc2)c2ccccc2CCC1Br (stereo not drawn)	95	114	91	120	x	99	123	100
COc1ccc(-c2cc(-c3c(C)oc4cc5occc5c(OC)c4c3=O)[nH]c(=O)c2C#N)cc1OC	102	113	101	112	109	98	113	106
O=C(CN1CCOCC1)Nc1nc(-c2cc3ccccc3oc2=O)cs1	82	105	93	102	102	96	109	99
CC(C)c1ccc(S(=O)(=O)Nc2sc3c(c2C#N)CCC(=O)C3)cc1	95	92	104	95	90	108	x	103
CCOC(=O)c1ccc(NC(=O)Nc2cccc(O)c2)cc1	105	106	99	133	108	96	x	104
O=C1OC(/C=C/c2ccccc2)=NC/1=C/c1ccccc1[N+](=O)[O-]	89	98	92	121	94	99	116	97
CO/N=C1\CC[C@]2(C)[C@H]3CC[C@@H]4[C@@H]([C@@](C)(O)CC/C=C/C(C)C)CC[C@@]4(C)[C@]3(C)CC[C@H]2C1(C)C	60	101	101	68	75	97	80	79
COc1cc2c(cc1OC)[C@H](c1ccc(O)cc1)[C@@H](C)C(C)=C2	105	111	103	125	102	106	107	103
CC(C)C(C)/C=C\C(C)C1CCC2C3=CC=C4CC(O)CCC4(C)C3CCC21C (stereo not drawn)	94	102	96	81	123	81	100	x
Nn1c(SCC(=O)Nc2cc(Cl)c(Cl)cc2Cl)nnc1-c1cc(F)c(Cl)cc1Cl	x	x	210	115	120	108	151	98
O=C(O)CC1SC(=NNc2ncnc3ccccc23)N(c2ccccc2)C1=O (stereo not drawn)	91	112	97	100	102	106	119	107
O=c1[nH]nc(-c2ccccc2I)c(=O)[nH]1	76	97	101	121	96	103	106	110
COC(=O)/C(=C1/OC(=O)C(c2ccccc2)=C1O)c1ccccc1	114	123	123	118	107	104	x	118
O=C(c1ccc(-n2c(=O)[nH]c3ccccc3c2=O)cc1)N1c2ccccc2Sc2ccccc21	58	76	85	108	88	93	97	82
CCCCCN(CCCC)Cc1ccccc1	97	100	106	80	98	97	93	106
CC(=O)CCc1ccc(O)cc1	100	116	114	87	102	112	x	107

A portion from the list above, for reference:
canonical_smiles	CAKI-1	OVCAR-3	ACHN	A498	OVCAR-4	OVCAR-5	RXF 393	OVCAR-8
CC(C)C(C)/C=C\C(C)C1CCC2C3=CC=C4CC(O)CCC4(C)C3CCC21C (stereo not drawn)	94	102	96	81	123	81	100	x
Nn1c(SCC(=O)Nc2cc(Cl)c(Cl)cc2Cl)nnc1-c1cc(F)c(Cl)cc1Cl	x	x	210	115	120	108	151	98

Remaining list, next part.
canonical_smiles	CAKI-1	OVCAR-3	ACHN	A498	OVCAR-4	OVCAR-5	RXF 393	OVCAR-8
O=C(O)c1ccc(S(=O)(=O)O)o1	59	103&115	104&106	110&112	106&101	98&102	111	99
CCOc1ccc(NC2=C(Cl)C(=O)c3nc(C)ccc3C2=O)cc1	x	-97*	-98*	101	-98*	55	x	1.0*
COc1cc(-c2nn(-c3cccc(NC(=O)Nc4ccc(Cl)c(Cl)c4)c3)cc2-c2ccncc2)ccc1Cl	17	-10*	11	-6.8*	20	38	-23*	-17*
NC(=O)c1cc2ccccc2s1	x	94	x	124	107	98	92	94
COc1ccc(-c2nc(SCc3cc(=O)oc4cc(C)ccc34)[nH]c(=O)c2C#N)cc1	102	100	97	113	117	95	106	102
O=C(Cn1c(/C=C/c2cccc(Br)c2)nc2ccccc2c1=O)Nc1ccc(Cl)cc1	98	108	93	144	97	98	92	102
CN1CC(c2ccc(Cl)cc2)C(C(=O)c2ccc(Br)cc2)C12C(=O)Nc1ccccc12 (stereo not drawn)	54	95	90	102	79	89	93	90
Clc1ccc(N=Cc2ccccc2)cc1	82	108	127	101	103	109	123	110
CON1CCC[C@]2(C)[C@H]3CC[C@@H]4[C@H]5[C@H]([C@@H](C)O)CC[C@]5(CO)CC[C@@]4(C)[C@]3(C)CC[C@H]2C1(C)C	73	100	96	115	100	97	104	98
S=c1oc(-c2cc(Cl)cc(Cl)c2Cl)nn1CNc1ccc(Cl)nn1	73	97	96	117	125	85	113	89
CCN(CC)S(=O)(=O)c1ccc(NC(=O)C(Cl)Cl)cc1	97	100	104	96	101	106	102	94
Cc1cccc(-n2nnc(CC(=S)N3CCOCC3)c2C)c1	103	116	110	113	110	101	121	111
O=C(NNC(=O)N1c2ccccc2C=Cc2ccccc21)c1ccc2ccccc2c1	97	101	96	94	92	91	103	95
CC1(C)C(CC(=O)O)CC1C(=O)O (stereo not drawn)	90	115	108	95	112	108	105	104
Cc1c(C2(c3cc(Br)c(O)c(Br)c3C)OS(=O)(=O)c3ccccc32)cc(Br)c(O)c1Br	113	114	103	94	106	104	105	105
C=CCOC(C)OCC=C	97	104	91	121	108	98	115	99

One compound at a time, from the list above:
`O=C(NNC(=O)N1c2ccccc2C=Cc2ccccc21)c1ccc2ccccc2c1` as listed: CAKI-1 = 97; OVCAR-3 = 101; ACHN = 96; A498 = 94; OVCAR-4 = 92; OVCAR-5 = 91; RXF 393 = 103; OVCAR-8 = 95
`Cc1c(C2(c3cc(Br)c(O)c(Br)c3C)OS(=O)(=O)c3ccccc32)cc(Br)c(O)c1Br` as listed: CAKI-1 = 113; OVCAR-3 = 114; ACHN = 103; A498 = 94; OVCAR-4 = 106; OVCAR-5 = 104; RXF 393 = 105; OVCAR-8 = 105

Further results follow.
canonical_smiles	CAKI-1	OVCAR-3	ACHN	A498	OVCAR-4	OVCAR-5	RXF 393	OVCAR-8
COc1ccc(C2CC(c3ccc(OC)cc3O)=NN2c2ccc(S(N)(=O)=O)cc2)cc1 (stereo not drawn)	x	48	29	71	42	84	68	43
COc1ccc(NCc2cn(-c3ccc(C(=O)O)cc3)nc2-c2cc(C(F)(F)F)cc(C(F)(F)F)c2)cc1	82	101	102	72	100	104	111	109
Cc1cc2c(F)c(Oc3ncnc(Nc4ccc(N5C[C@@H](C)N[C@@H](C)C5)cc4)c3C#N)cc(F)c2[nH]1	40	-30*	-12*	16	16	103	-26*	26
CC1=C(C#N)C2=Nc3cccc4cccc(c34)N2C(=O)C1	93	89	79	77	81	73	112	89
COc1ccc(NS(=O)(=O)c2ccc(NC3=C(Cl)C(=O)c4ncccc4C3=O)cc2)nn1	97	91	102	130	96	115	x	99
COc1ccc(Nc2ncc(Br)c(NCCCNC(=O)c3cccs3)n2)cc1	16	27	21	52	58	61	-27*	33
Cc1ccc(CNC(=O)Cc2ccc3c(c2)CN(C2CCC(=O)NC2=O)C3=O)cc1 (stereo not drawn)	53	6.0*	31	-9.8*	0.8*	29	x	1.6*
COC(=O)C1C2CC3c4[nH]c5cc(OC)ccc5c4CCN3CC2CC(OC(=O)c2cc(OC)c(OC)c(OC)c2)C1OC (stereo not drawn)	71	85	78	99	74	89	101	86
C#CCOc1cccc(-c2ncnc3cc(NC(=O)CCl)ccc23)c1	-94*	-78*	-100*	59	-26*	-47*	-88*	-5.9*
O=C(O)c1ccc(-n2cc(/C=N/Nc3cccc(F)c3)c(-c3ccc(F)cc3F)n2)cc1	50	84	70	90	89	83	99	75
Cc1ccc(N2CCN(CC(O)COc3cccc(C)c3)CC2)cc1 (stereo not drawn)	x	145	110	106	104	109	x	125
COc1ccc(C(=O)c2ccccc2C(=O)O)cc1	97	112	100	85	105	97	113	110
COc1ccc(NC(=O)Nc2cnn(-c3ccc(S(N)(=O)=O)cc3)c2-c2ccc(OC)cc2)cc1	x	102	106	108	106	110	x	106
COc1ccc(N2CCN(C(=O)CCSc3nc4sc5c(c4c(=O)n3Cc3ccccc3)CCCC5)CC2)cc1	94	76	85	93	75	99	88	103
COc1cccc2c1CCCC2(C)C	94	115	105	97	99	104	115	104
CSc1nc2c(c(=O)[nH]1)C(c1ccc(Cl)cc1)C1=C(N2)/C(=C/c2ccc(Cl)cc2)CN(C)C1 (stereo not drawn)	66	73	67	61	62	97	73	59
C#CCOC(=O)/C=C/c1cn(-c2ccccc2)nc1-c1ccc(C)cc1	91	107	100	90	80	95	101	92
O=C1/C(=C/c2ccc(Br)cc2)COc2ccc(O)c(O)c21	-36*	-91*	-84*	99	16	-60*	-49*	6.3*
OC1CC2c3ccccc3C1c1cccc[n+]12 (stereo not drawn)	97	119	97	98	112	109	112	101
O=C(Nc1cccc2c(O)c(N=Nc3ccc(S(=O)(=O)Nc4nccs4)cc3)cc(N=Nc3ccc(S(=O)(=O)Nc4nccs4)cc3)c12)C(Cl)Cl	77	36	57	85	90	112	71	59
Cc1nc(-n2[nH]c(=O)ccc2=O)sc1N=Nc1ccc(Cl)cc1	90	109	95	106	104	102	99	95
CC(=O)CC(=O)Nc1ccc(C)cc1	103	109	101	90	112	97	117	128
Clc1ccccc1-n1cc(CSc2nnc(COc3cccc4cccnc34)o2)nn1	92	102	103	x	98	106	109	97
CC(=O)c1c(C)c[nH]c1C	103	127	106	110	103	112	117	105

Pulled by compound from the list above:
canonical_smiles	CAKI-1	OVCAR-3	ACHN	A498	OVCAR-4	OVCAR-5	RXF 393	OVCAR-8
CC(=O)c1c(C)c[nH]c1C	103	127	106	110	103	112	117	105
CC(=O)CC(=O)Nc1ccc(C)cc1	103	109	101	90	112	97	117	128

(continued)
canonical_smiles	CAKI-1	OVCAR-3	ACHN	A498	OVCAR-4	OVCAR-5	RXF 393	OVCAR-8
O=S1(=O)CCN(C2CCCCCCC2)CC1	95	107	102	97	97	99	109	103
O=C(Nc1ccc(-n2ccc3c(NC(=O)c4ccccc4)ncnc32)cc1)Nc1ccc(Cl)c(Cl)c1	31	-67*	28	90	-74*	40	-18*	0.4*
Cc1ccc(S(=O)(=O)NCl)cc1	89	110	105	102	107	107	115	107
COc1ccc(/C=C(\C#N)n2nnc3cc(C(=O)Nc4ccccc4SC)ccc32)cc1	93	113	101	124	93	102	102	95
CO[C@H]1CNCC[C@@H](c2ccccc2)OC(=O)C[C@@]2(O)O[C@H]([C@@H](O)[C@H](O)[C@H]2O)[C@@H](O)/C=C/[C@H]1OC	102	128	106	119	108	109	x	x
CC(C1=C(CN(C(=O)Cc2cn(-c3ccccc3)nc2-c2ccc(Cl)cc2)C(C)C)Cc2ccccc21)c1ccccn1 (stereo not drawn)	41	62	60	51	55	85	87	82
CC(C)(C)c1cc(-c2cc(C(C)(C)C)c(O)c(C(C)(C)C)c2)cc(C(C)(C)C)c1O	99	100	103	89	101	108	107	94
CC(=O)Nc1ccc(-n2cnc3cc(-c4ccc(O)cc4)ccc32)cc1	92	114	98	x	87	124	118	102
CCCn1c(N)c(C(N)=O)sc1=S	x	103	94	99	111	91	125	106
Nc1nc(N)c2c(n1)NC1(C=C(O)c3ccccc31)C1=C(N2)c2ccccc2C1=O (stereo not drawn)	84	113	96	109	98	116	x	103
NC(N)=NC(N)=Nc1ccc(O)cc1	101	106	100	137	87	102	99	103

Source: PubChem
